Screens: PubChem BioAssay, National Center for Advancing Translational Sciences (NCATS)
TDP1 cell CPT: DT40-hTDP1 cell growth loss with CPT; 12% of 420,000 active; Potency, µM (titrated, usually from 46.2 µM), inactives show at the top dose activity change, negative = growth inhibition, hits mostly inhibitors; chicken DT40 Tdp1-/-;hTDP1 cells + 20 nM CPT, ATP luminescence, 48 h; note: nearly all actives have a fitted effect of over 55% in size
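Cell growth measured by CellTiter-Glo luminescence after a minimum 48 h, 37 C compound exposure with 20 nM CPT in Tdp1-knockout DT40 cells stably expressing hTDP1, seeded 400/well; qHTS titration format.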
TDP1 cell noCPT: qHTS for Inhibitors of human tyrosyl-DNA phosphodiesterase 1 (TDP1): qHTS in cells in absence of CPT. DT40 Tdp1-/- hTDP1 cells, no CPT, ATP luminescence, 48 h. Potency, µM (titrated, usually from 46.2 µM), inactives show at the top dose activity change, negative = growth inhibition, hits mostly inhibitors. 15% of 420,000 active; note: nearly all actives have a fitted effect of over 55% in size
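Growth of hTDP1-complemented DT40 Tdp1-knockout cells is measured by ATP luminescence after at least 48 hr compound exposure at 37 °C, with DMSO substituting for the 20 nM CPT used in the parallel screen.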
TDP1 inh: blocks human tyrosyl-DNA phosphodiesterase 1; Q9NUW8; recombinant TDP1, AlphaScreen DNA substrate cleavage; Potency, µM (titrated, usually from 130 µM), without a hit: at the highest dose activity change, negative = inhibition, actives largely listed as inhibitors; 0.28% of 350,000 active; AID 485290; note: nearly all actives have a fitted effect of over 40% in size
Target sequence (Q9NUW8 whole entry, looked up): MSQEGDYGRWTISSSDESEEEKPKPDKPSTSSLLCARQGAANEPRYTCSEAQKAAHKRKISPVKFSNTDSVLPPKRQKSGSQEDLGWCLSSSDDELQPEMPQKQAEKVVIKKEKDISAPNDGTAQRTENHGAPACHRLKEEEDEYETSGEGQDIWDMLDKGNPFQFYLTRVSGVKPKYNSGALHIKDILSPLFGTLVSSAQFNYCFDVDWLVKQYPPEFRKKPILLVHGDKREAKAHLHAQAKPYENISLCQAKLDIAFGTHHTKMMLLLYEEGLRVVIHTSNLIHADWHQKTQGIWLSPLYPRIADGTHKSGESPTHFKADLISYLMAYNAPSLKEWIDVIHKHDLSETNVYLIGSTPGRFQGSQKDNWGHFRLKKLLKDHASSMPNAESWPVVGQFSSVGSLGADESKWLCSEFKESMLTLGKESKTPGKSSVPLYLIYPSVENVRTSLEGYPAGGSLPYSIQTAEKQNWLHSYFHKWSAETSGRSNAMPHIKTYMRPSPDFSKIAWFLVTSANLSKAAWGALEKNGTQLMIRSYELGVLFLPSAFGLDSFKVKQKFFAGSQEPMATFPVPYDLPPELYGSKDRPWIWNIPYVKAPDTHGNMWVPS
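Recombinant human Tdp1 (E. coli-expressed, 1 nM final) preincubated with compounds 15 min at room temperature, then 5'-biotin/3'-phosphotyrosine-FITC DNA substrate (15 nM final) added for 5 min. AlphaScreen beads (10 ug/ml final) added 10 min; cleavage lowers signal.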
Starred values were filed as active, the others as inactive; ? = inconclusive; · = not tested or not shown; [ ] = another dose, or the depositor's remark. Calls come from the whole dose curve; as a rule, active = well fitted curve in the direction sought with a large enough effect; inconclusive = small, poorly fitted or top-dose-only effect, or another doubt; inactive = no such curve, though single readings can be large; an effect the other way counts as inactive or inconclusive. % is set by controls: 0 for no effect and ±100 for the full control effect; potency is the fitted concentration of half-maximal effect. Random draw from the library; any-hit rate near 18%.

SMILES	TDP1 cell CPT	TDP1 cell noCPT	TDP1 inh
COc1ccc(Br)cc1C1N2CC3(C)CN1CC(C)(C2)C3=O (stereo not given)	-7%	-3%	3%
O=C(CCn1c(=O)c2cccn2c2cccnc21)NCc1ccccc1Cl	-20%	-26%	0%
CC(C)(C)C1CCc2c(sc(N)c2C(N)=O)C1 (stereo not given)	23µM*	18µM*	4%
CC1(C)CC(=O)C2=C(C1)NC(=O)CC2c1cccc(F)c1 (stereo not given)	7%	-11%	8%
CC(=O)OC[C@H]1O[C@@H](Sc2cccc3cccnc23)[C@H](OC(C)=O)[C@@H](OC(C)=O)[C@@H]1OC(C)=O	?	?	1%
COCCNC(=O)C1(C)CCCN(Cc2cc(-c3ccccc3)n(C)n2)C1 (stereo not given)	?	?	·
CC(=O)C(C(c1ccccc1)N1CCOCC1)N1CCOCC1 (stereo not given)	?	18µM*	·
Cc1ccc(/C=C2\CCC3=C2OC(N)=C(C#N)C3c2ccc(C)cc2)cc1 (stereo not given)	4.6µM*	6.5µM*	7%
CCOc1ccc(-n2nnc3c(=O)n(C/C=C/c4ccccc4)cnc32)cc1	-5%	-1%	4%
Cc1ccc(S(=O)(=O)NCC(=O)N/N=C/c2ccc(Cl)cc2Cl)cc1	6%	-4%	2%
O=C(O)c1ccccc1C(=O)c1cccs1	1%	-22%	-1%
CC(C)COc1ccc(C(=O)NC(=S)Nc2ccc(CN3CCOCC3)cc2)cc1	-6%	-16%	8%
CCn1c(C)c(C(C)=O)c(N2CCN(c3ccccn3)CC2)nc1=S	3%	2%	1%
O=NC1=C(c2c(O)[nH]c3ccccc23)CCCC1	0%	-26%	2%
COc1ccc[nH]c1=O	0%	-2%	2%
CCOC(=O)C1CCN(C(=O)CN2C(=O)c3cccnc3Oc3ccccc32)CC1	-8%	2%	1%
O=C(O)c1ccc(Cl)c(S(=O)(=O)N2CCCCCC2)c1	1%	-11%	-2%
Cn1c(=O)[nH]c(=O)c2c1nc(NCCCO)n2CCOc1ccccc1	?	-6%	4%
CCOc1cc(N2CCOCC2)c(OCC)cc1NC(=O)COC(=O)c1ccc(Cl)cc1N	5.8µM*	?	2%
CCOC(=O)c1c(C)[nH]c(C(=O)CN2CC(C)OC(C)C2)c1C (stereo not given)	-6%	-10%	4%
c1ccc(-c2cnnc(N3CCCCC3)n2)cc1	-18%	-24%	3%
CCCCN(C(=O)c1cc2c(s1)CCC2)c1c(N)n(CC(C)C)c(=O)[nH]c1=O	0%	4%	-5%
COc1cc(NC(=O)CN2CCCCCC2)cc(OC)c1	-4%	2%	1%
CC(C)CC(c1nnnn1C(C)C)N1CCN(c2ccccc2)CC1 (stereo not given)	?	?	4%
O=C(CN1C(=O)S/C(=C/c2cc(Br)cs2)C1=O)N1CCOCC1	3%	-29%	-3%

Some of the entries so far, field by field.
COc1ccc(Br)cc1C1N2CC3(C)CN1CC(C)(C2)C3=O (stereo not given)
- TDP1 cell CPT: -7%
- TDP1 cell noCPT: -3%
- TDP1 inh: 3%

O=C(CCn1c(=O)c2cccn2c2cccnc21)NCc1ccccc1Cl
- TDP1 cell CPT: -20%
- TDP1 cell noCPT: -26%
- TDP1 inh: 0%

CC(C)(C)C1CCc2c(sc(N)c2C(N)=O)C1 (stereo not given)
- TDP1 cell CPT: 23µM*
- TDP1 cell noCPT: 18µM*
- TDP1 inh: 4%

Continuation:
SMILES	TDP1 cell CPT	TDP1 cell noCPT	TDP1 inh
CCC(=O)N1CCc2cc(S(=O)(=O)NCCCN(CC)Cc3ccccc3)ccc21	?	?	0%
COc1ccc(S(=O)(=O)N(CC(=O)Nc2cccnc2)c2ccccc2OC)cc1	-18%	?	-6%
CCc1ccc(OCC(=O)N2CCN=C2c2ccccc2)cc1	-27%	-20%	2%
Cc1cc(C)cc(C(O)c2ncc(-c3ccccc3Cl)[nH]2)c1 (stereo not given)	?	?	·
O=C(COC(=O)CCC(=O)c1cccs1)Nc1ccc(Cl)cn1	11%	0%	3%
Cc1cc(C)cc(C(=O)NC(CC(N)=O)c2ccc(N3CCN(C)CC3)c([N+](=O)[O-])c2)c1 (stereo not given)	2%	2%	·
Cc1ccc(C2NS(=O)(=O)N=C2N)cc1 (stereo not given)	-2%	-16%	-1%
CCN(CC)CCn1nc2c3c(cccc3c1=O)-c1ccccc1-2	0.52µM*	0.016µM*	6%
COc1ccccc1NC(=O)c1ccc2snnc2c1	-29%	-19%	-8%
Cc1ccc(C(=O)CSc2nnc(-c3ccccc3)o2)cc1	-7%	0%	2%
COC(=O)c1nc(NC(=O)c2ccc(Cl)cc2)n[nH]1	-9%	-16%	1%
CCCCNC(=O)CCn1nc(-c2ccc(C)cc2)c2ccccc2c1=O	?	-11%	·
O=C(Nc1ccccc1N1CCOCC1)c1ccc(F)c(S(=O)(=O)N2CCOCC2)c1	?	-24%	3%
C=CCSc1ncccc1C(=O)NCCc1ccc(Cl)cc1	-5%	-28%	·
O=C(N1CCOCC1)C12CC3CC(C1)CC(C(=O)N1CCOCC1)(C3)C2	-2%	-1%	4%
Cc1ccc(NC(=O)CN2C(=O)NC(Cc3ccccc3)C2=O)c(Br)c1 (stereo not given)	-18%	-1%	-3%
CCS(=O)(=O)NCc1c(C)ncc2c1CCN(C(=O)c1ccc(F)cc1)C2	26%[9.04 µM]	-14%	·
COc1ccccc1-c1coc2c(CN3C(C)CCCC3C)c(O)ccc2c1=O (stereo not given)	?	?	·
CCCCNC(=O)N1CCN(c2ccccc2OC)CC1	-24%	-10%	2%
CCN1CCN(c2ncc3c(n2)CC(c2ccccc2O)CC3=O)CC1 (stereo not given)	?	?	2%
Cc1ccc(S(=O)(=O)C(CNC(=O)C(=O)NCCc2ccc(Cl)cc2)c2ccco2)cc1 (stereo not given)	-13%	?	5%
CCCCNC(=O)c1nc(-c2ccncc2)oc1-c1ccccc1	?	?	·
CS(=O)(=O)N1CCCC(C(=O)NCCc2ccc(Cl)cc2)C1 (stereo not given)	2%	-6%	-4%
O=C(CCS(=O)(=O)c1ccc(Br)cc1)N1CCN(c2ccccc2F)CC1	-13%	?	3%
CC1=C(C(=O)OCC2CCCO2)C(c2ccccc2OC(C)C)C2=C(CC(c3ccco3)CC2=O)N1 (stereo not given)	-30%	?	1%

Rewritten with each value named: 2 of the compounds above.
Molecule: Cc1ccc(C2NS(=O)(=O)N=C2N)cc1 (stereo not given)
  TDP1 cell CPT: -2%; TDP1 cell noCPT: -16%; TDP1 inh: -1%
Molecule: CCN(CC)CCn1nc2c3c(cccc3c1=O)-c1ccccc1-2
  TDP1 cell CPT: 0.52µM*; TDP1 cell noCPT: 0.016µM*; TDP1 inh: 6%

Some of the entries above in a different format.
Molecule | TDP1 cell CPT | TDP1 cell noCPT | TDP1 inh
CCN1CCN(c2ncc3c(n2)CC(c2ccccc2O)CC3=O)CC1 (stereo not given) | ? | ? | 2%
Cc1ccc(S(=O)(=O)C(CNC(=O)C(=O)NCCc2ccc(Cl)cc2)c2ccco2)cc1 (stereo not given) | -13% | ? | 5%
CCCCNC(=O)c1nc(-c2ccncc2)oc1-c1ccccc1 | ? | ? | ·

Next part:
SMILES	TDP1 cell CPT	TDP1 cell noCPT	TDP1 inh
CCOc1cc(Cl)c(NC(=O)c2ccco2)cc1OCC	-1%	-24%	5%
CCC(Sc1nnc(-c2ccco2)n1C)C(=O)Nc1nnc(C)s1 (stereo not given)	-5%	-4%	·
C=CCn1cccc(C(=O)Nc2ccc(OC)cc2)c1=O	-1%	-14%	5%
O=C(Cc1ccc(NS(=O)(=O)c2ccc(F)cc2)cc1)NCc1ccccc1	?	23µM*	-1%
COc1cccc(CNC(=O)CCc2nnc3n(CC(C)C)c(=O)c4ccccc4n23)c1	19%	-10%	1%
COc1ccc(-c2cccc(NS(=O)(=O)c3cc([N+](=O)[O-])ccc3Cl)c2)nn1	?	?	4%
O=c1cc(-c2ccc(F)cc2)nc(SCc2nc(-c3ccccc3Cl)no2)[nH]1	-30%	-24%	3%
Nc1nnc(SCC(=O)Nc2ccc(S(=O)(=O)N3CCOCC3)cc2)s1	-17%	1%	5%
O=C(CC(=O)N/N=C/c1cccs1)NCc1ccccc1	9%	-22%	0%
COc1ccc(C(=O)C(C)Oc2cccc(NC(=O)c3cccc([N+](=O)[O-])c3)c2)cc1 (stereo not given)	?	21µM*	8%
Cc1cccc(NC(=O)NC2COc3ccccc3C2)c1C (stereo not given)	-9%	-1%	3%
CCCN1CCC(C)(C(=O)Nc2ccccc2Oc2ccccc2)C1 (stereo not given)	-20%	?	·
COc1cc(NC(C)CCCN)c2nc(C)ccc2c1Oc1ccc(F)cc1 (stereo not given)	26µM*	10µM*	·
O=C(NCC1CCN(Cc2ccc(F)cc2)CC1)Nc1cc(F)ccc1F	-4%	-29%	·
CCOC(=O)c1c(C)[nH]c(C)c1S(=O)(=O)N1CCC(C(=O)N2CCN(c3ccccc3)CC2)CC1	-18%	-25%	2%
CCCC[n+]1ccn(-c2nc3ccccc3nc2[N-]S(=O)(=O)c2ccc(Cl)cc2)c1	6%	-1%	1%
COc1ccc(N2CCC(CNC(=O)Nc3ccc(OC)cc3OC)C2)cc1 (stereo not given)	?	-14%	6%
CCOC(=O)Cc1cc(=O)[nH]c(/N=C(\N)Nc2ccc(C)cc2C)n1	-20%	-20%	5%
Cc1ccnc(NS(=O)(=O)c2ccc(Oc3ccccc3)cc2)c1	?	?	2%
CC1(C)NC(=O)N(CCOCCOc2cccc(Oc3ccccc3)c2)C1=O	-25%	-17%	0%
O=C(O)CSCC(=O)Nc1cccc2ccccc12	-15%	-4%	0%
Cc1c(CCOC(=O)c2cc([N+](=O)[O-])cc([N+](=O)[O-])c2)sc[n+]1CCCCS(=O)(=O)[O-]	0%	5%	0%
Cc1ccccc1NC(=S)c1ccc2ccccc2n1	?	?	10%
Cc1nn(CC(=O)c2ccccc2)c(=O)c2nn(-c3ccccc3F)c(C)c12	-14%	-25%	3%
N#CC1(NC(=O)CSc2nnc(Nc3ccccc3F)s2)CCCC1	8%	1%	0%
COC(=O)Cc1ccc(NC(=S)N2CCN(CCO)CC2)cc1	2%	-2%	·
